TRb-SRC2 inh = inhibitors of human thyroid hormone receptor beta-SRC2 interaction. TRbeta-SRC2 peptide binding, fluorescence polarization; receptor liganded with 1 µM T3. 280,000 tested, 0.065% active. P10828. Potency, µM (series often up to 106 µM), for inactives: at the highest dose activity change, negative = inhibition, actives largely listed as inhibitors;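 further: plate controls were bound peptide for no effect and peptide without receptor for full effect; nearly all actives have a fitted effect of over 50% in size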
Target sequence (P10828 whole entry, looked up): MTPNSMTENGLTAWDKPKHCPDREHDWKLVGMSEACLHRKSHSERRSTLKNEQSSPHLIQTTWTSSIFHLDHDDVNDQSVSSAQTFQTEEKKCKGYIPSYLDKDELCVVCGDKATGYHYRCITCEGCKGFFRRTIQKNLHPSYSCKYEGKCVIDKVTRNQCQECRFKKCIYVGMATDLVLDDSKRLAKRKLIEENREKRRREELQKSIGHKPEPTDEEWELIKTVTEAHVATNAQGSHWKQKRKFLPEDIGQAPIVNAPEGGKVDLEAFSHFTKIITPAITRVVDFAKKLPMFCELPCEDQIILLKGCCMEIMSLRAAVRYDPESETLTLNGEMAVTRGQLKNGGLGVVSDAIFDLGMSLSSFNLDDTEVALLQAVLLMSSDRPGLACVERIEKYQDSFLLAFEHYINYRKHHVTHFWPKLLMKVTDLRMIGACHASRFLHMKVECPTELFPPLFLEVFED
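Fluorescence polarization of 20 nM Texas Red SRC2 peptide (20-aa NR interaction domain) bound to 0.6 uM human TRb ligand-binding domain, with 1 uM T3, after 5 hr at ambient temperature; inhibition seen as decreased polarization.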
TR SRC2 fluor cs = counter-screen for TRb-SRC2 inhibitors: fluorescence interference. TRb/SRC2 Texas Red total fluorescence interference. Potency, µM (doses to about 106 µM), inactives show at the highest dose fluorescence change, negative = quenching. 280,000 tested, 0.29% active. AID 1479; active means well fitted curve in either direction with a large enough effect; inconclusive means small, poorly fitted or top-dose-only effect
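Flags fluorescent or light-absorbing compounds by total fluorescence, S + 2P, at 555 nm excitation and 632 nm emission. Mixture: 20 nM Texas Red SRC2 peptide, 0.6 uM human TRb LBD, 1 uM T3, 5% DMSO; compound exposure 5 h at ambient temperature.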
GAA glycogen mod = alters human alpha-glucosidase cleavage of glycogen | P10253 | recombinant GAA, glycogen substrate, Amplex Red glucose oxidase fluorescence | Potency, µM (doses to about 76.4 µM), inactives show top-dose activity change, negative = inhibition, most hits filed as inhibitors | 300,000 tested, 0.38% active | AID 2100;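 further: 0% = full enzyme reaction and -100% = no-enzyme basal signal; the screen sought inhibitors and activators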
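Recombinant human enzyme (4 nM); glycogen substrate; 37 C, 40 min, pH 5.0. Readout: coupled glucose oxidase/Amplex Red fluorescence.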
Numbers without * were called inactive; ? = inconclusive; & = joins results of further samples; [ ] = another dose, or the depositor's remark. Unless noted, the call rests on the fitted dose curve; in most records, active means well fitted curve in the direction sought with a large enough effect; inconclusive means small, poorly fitted or top-dose-only effect, or another doubt; inactive means no such curve, though single readings can be large; an effect the other way counts as inactive or inconclusive. Unless noted, on the % scale 0 is the no-effect control and ±100 the full control effect; potency means the concentration at half of the fitted maximal effect. Only part of the results is shown; count on the stated rates, not on these rows.

entry	mol	TR SRC2 fluor cs	GAA glycogen mod	TRb-SRC2 inh
1	Cn1c(=O)oc2cc(S(=O)(=O)N3CCCC(C(=O)N4CCN(c5cccc(Cl)c5)CC4)C3)ccc21 (stereo unspecified)	-1%	9%[76.3 µM]	8%
2	O=C(Cn1cc(C(=O)C2CCCCC2)c2ccccc21)Nc1ccccc1Cl	-2%	11%[76.3 µM]	10%
3	CC(=O)Nc1ccccc1-c1nc2ccccc2n(CC(=O)c2ccc(Br)cc2)c1=O	-2%	3%[76.3 µM]	1%
4	CCc1ccccc1NC(=O)c1nc(-c2ccncc2)no1	-13%	13%[76.3 µM]	-4%
5	Cc1ccc(C(=O)c2sc(Nc3ccc(F)cc3)c(C#N)c2N)cc1	3%	-15%[76.3 µM]	1%
6	COc1ccc(C)cc1NC(=O)CC1NCCNC1=O (stereo unspecified)	-1%	1%[76.3 µM]	11%
7	Cn1c(=O)n(C)c2cc(N3CCOCC3)c(NC(=O)c3ccc(C(C)(C)C)cc3)cc21	2%	8%[76.3 µM]	-3%
8	CCc1cc2c(cc3c(=O)n(CC(=O)N4CCCCC4)nc(CC)n32)s1	-2%	-1%[76.3 µM]	6%
9	Cc1ccc2c(CC(=O)Nc3ccc(S(=O)(=O)N4CCC(C)CC4)cc3)coc2c1	1%	-14%[76.3 µM]	4%
10	COc1ccc(NC(=O)NCC2CCN(Cc3ccccc3F)CC2)c(OC)c1	0%	-7%[76.3 µM]	3%
11	Cc1ccc(NC(=O)c2cc(-c3ccc(Br)s3)nc3ccccc23)cc1F	7%	3%[76.3 µM]	0%
12	Cc1cccc(-c2nnc(SCC(=O)NC3CCCCC3)o2)c1	-3%	-7%[76.3 µM]	3%
13	CCOCCCNC(=O)Cn1ncc2c([nH]c3ccccc32)c1=O	8%	-6%[76.3 µM]	7%
14	Cc1ccc(C)c(OCc2nc3ccccc3n2C)c1	-15%	12%[76.3 µM]	5%
15	COc1ccccc1OCC(=O)N1CCC(c2nc3ccccc3o2)CC1	5%	-2%[76.3 µM]	2%
16	Cc1cc(N2CCN(c3ccccc3F)CC2)n2cnnc2n1	0%	-2%[76.3 µM]	-9%
17	CC(=O)c1cccc(NC(=O)c2nc3ccccc3n(C)c2=O)c1	-4%	-7%[76.3 µM]	3%
18	CCn1cc(C(=O)NCCCN2CCCC(C)C2)c(=O)c2cc(S(=O)(=O)N(C)C3CCCCC3)ccc21 (stereo unspecified)	-2%	9%&-18%[76.3 µM]	11%
19	Cc1c(C(=O)N2CCCC2)oc2c1-c1nn(CC(=O)NCc3ccc(OC(C)C)cc3)cc1CC2	-2%	-2%[76.3 µM]	1%
20	COc1ccc(CNC(=O)c2cc(-c3cccs3)nc3ccccc23)c(OC)c1	0.022µM*[quencher]	-6%[76.3 µM]	-10%
21	Cc1ccc(CNC(=O)c2cc3cc(C)ccc3n2C)cc1	-26%	6%[76.3 µM]	4%
22	O=c1[nH]c(SCc2ccc(F)cc2)nc2c1CCCC2	-1%	-12%[76.3 µM]	3%
23	CCOc1ccc(NC2SC(=O)N(Cc3ccccc3)C2=O)cc1 (stereo unspecified)	?	?	-6%
24	CCC1CCCCN1C(=O)c1nn(-c2ccc(C)cc2)c(=O)c2c1c1ccccc1n2C (stereo unspecified)	1%	11%[76.3 µM]	-1%
25	O=C(NCc1ccccc1Cl)c1cc2c(s1)-c1ccc(Cl)cc1SC2	-5%	9%[76.3 µM]	1%
26	O=C(Cn1nc(-c2ccc(Cl)cc2)c2ccccc2c1=O)Nc1cccc(Br)c1	-2%	12%[76.3 µM]	1%
27	Cc1cn2c(=O)cc(COc3cccc(NC(=O)c4ccccc4C)c3)nc2s1	-1%	11%[76.3 µM]	5%
28	Cc1ccc(CN(C(=O)COc2ccccc2[N+](=O)[O-])c2ccccn2)o1	6%	13%[76.3 µM]	2%
29	O=C(NCCc1ccccc1)c1ccc(Cn2c(=O)c3cccn3c3cccnc32)cc1	-1%	-3%[76.3 µM]	-2%
30	CCOC(=O)c1oc2ccc(S(=O)(=O)n3nc(-c4cc(OCC)c(OCC)c(OCC)c4)cc3N)cc2c1C	-5%	7%[76.3 µM]	5%
31	CCOc1ccccc1C1CC(=O)Oc2c1c(=O)n(C)c1ccccc21 (stereo unspecified)	-1%	18%[76.3 µM]	-2%
32	CN(C(=O)CCc1nc(-c2ccccc2F)no1)c1ccc(Cl)cc1	0%	4%[76.3 µM]	-7%
33	CCCCc1nc2ccccc2n2c(-c3ccc(C)cc3)c3c(=O)n(C)c(=O)n(C)c3c12	-3%	-7%[76.3 µM]	3%
34	O=C(Nc1ccc(F)cc1F)c1ccc2c(=O)n3c(nc2c1)CCCCC3	-2%	11%[76.3 µM]	2%
35	COc1cc(C(=O)NCC(c2ccc(Cl)cc2)N2CCOCC2)cc(OC)c1OC (stereo unspecified)	1%	-16%[76.3 µM]	-5%
36	COc1ccc(-c2csc(-c3nc(-c4ccc(Br)s4)cs3)n2)cc1F	-50%	-2%[76.3 µM]	-6%
37	CCCn1c(CCC(=O)Nc2cccc(CC)c2)nc2cccnc21	1%	-2%[76.3 µM]	-4%
38	Cc1ccc2c(c1)N(C(=O)N1CCC(C(=O)Nc3cccc(F)c3)CC1)CCO2	-8%	-1%[76.3 µM]	4%
39	Cc1nc2nc(CNC(=O)OC(C)(C)C)nn2c(C)c1CCC(=O)NCc1ccc(F)cc1	-1%	1%[76.3 µM]	5%
40	COc1ccc(CCn2cc3c(c2-c2ccccc2Br)c(=O)n(C)c(=O)n3C)cc1OC	-1%	15%[76.3 µM]	-5%
41	COc1cc(NC(=O)CCc2c(C)nc3cc(-c4ccccc4)nn3c2C)cc(OC)c1OC	-1%	8%[76.3 µM]	-4%
42	COc1cc(OC)cc(-n2c(=O)c3ccccc3n(CC(=O)NCCc3ccc(OC)c(OC)c3)c2=O)c1	-1%	7%[76.3 µM]	-5%
43	Cc1cc(C)cc(OCCn2c(CCNC(=O)C3CCCCC3)nc3ccccc32)c1	-3%	15%[76.3 µM]	-2%
44	Cc1cccc(-n2c(C)cc(C(=O)C(=O)Nc3nncs3)c2C)c1	-1%	0%[76.3 µM]	3%
45	Cc1cc(C)c2c(CC(=O)Nc3c(C(=O)Nc4ccc(Cl)cc4)oc4ccccc34)coc2c1	-21%	6%[76.3 µM]	-4%

Rewritten with each value named: part of the list above.
#40 COc1ccc(CCn2cc3c(c2-c2ccccc2Br)c(=O)n(C)c(=O)n3C)cc1OC
  TR SRC2 fluor cs: -1%	GAA glycogen mod: 15%[76.3 µM]	TRb-SRC2 inh: -5%
#35 COc1cc(C(=O)NCC(c2ccc(Cl)cc2)N2CCOCC2)cc(OC)c1OC (stereo unspecified)
  TR SRC2 fluor cs: 1%	GAA glycogen mod: -16%[76.3 µM]	TRb-SRC2 inh: -5%

Next compounds follow.
entry	mol	TR SRC2 fluor cs	GAA glycogen mod	TRb-SRC2 inh
46	Cc1ccc(CNS(=O)(=O)c2cc3[nH]c(=O)c(=O)[nH]c3cc2C)cc1	8%	-5%[76.3 µM]	10%
47	CCC(C)NC(=O)Cn1c(=O)n(-c2ccc(Cl)cc2)c(=O)c2c3c(sc21)CCCC3 (stereo unspecified)	3%	-3%[76.3 µM]	-5%
48	COc1ccc(C(=O)/C=C/c2cn(CC(O)CN(CC(C)C)CC(C)C)c3ccccc23)cc1 (stereo unspecified)	-1%	-3%[76.3 µM]	9%
49	O=C(C1CCN(S(=O)(=O)Cc2ccccc2)CC1)N1CCN(c2cccc(Cl)c2)CC1	-1%	8%[76.3 µM]	4%
50	CCc1ccc(NC(=O)CSc2nc3c(c(=O)[nH]2)CN(Cc2ccc(C)cc2)CC3)cc1	1%	-4%[76.3 µM]	4%
51	CC(=O)c1ccc(NC(=O)C2CCC(CNS(=O)(=O)c3cccc4nsnc34)CC2)cc1 (stereo unspecified)	-2%	-13%[76.3 µM]	0%
52	CC(C)OCCCNC(=O)CCCn1c(SCC(=O)c2ccc(Br)cc2)nc2c(sc3ccccc32)c1=O	-6%	-4%[76.3 µM]	4%
53	COc1ccc(NC(=O)C(=O)Nc2ccc3nc4n(c(=O)c3c2)CCCCC4)c(OC)c1	-2%	-5%[76.3 µM]	6%
54	Cc1cccc(NC(=O)CCS(=O)(=O)c2ccc3c(c2)n(C)c(=O)c(=O)n3C)c1C	0%	4%[76.3 µM]	0%
55	COc1ccc(CNC(=O)c2nc(SC(C)C)ncc2Cl)cc1	0%	11%[76.3 µM]	1%
56	CCOc1ccc(NC(=O)CCNS(=O)(=O)c2cccc3nsnc23)cc1	0%	-15%[76.3 µM]	0%
57	COc1cc(OC)cc(C(=O)Nc2cc(-c3nc4cc(Cl)ccc4o3)ccc2Cl)c1	?	4%[76.3 µM]	7%
58	COc1ccc(-c2noc(CSc3nnc(-c4ccccc4)n3-c3ccc(F)cc3)n2)c(OC)c1	12%	-10%[76.3 µM]	6%
59	Cc1cccc(NC(=O)Cn2c(=O)n(CCCCCC(=O)NCc3ccccc3)c(=O)c3sccc32)c1	6%	-9%[76.3 µM]	4%
60	COc1ccc(CNC(=O)Cc2c(C)c3cc4c(C)coc4c(C)c3oc2=O)cc1OC	-1%	12%[76.3 µM]	10%
61	CN1C(C(=O)Nc2ccc(OC(F)(F)F)cc2)=CC(c2cccs2)=NS1(=O)=O	-3%	-3%[76.3 µM]	-3%
62	COc1cccc2cc(C(=O)Nc3ccc(CC(=O)O)cc3)c(=O)oc12	-14%	-7%[76.3 µM]	4%
63	Cn1c(=O)[nH]c(=O)c2c1nc1n(CCO)c(-c3ccccc3)cn21	-4%	-9%[76.3 µM]	-2%
64	CCc1ccc2c(c1)NC(c1ccc(OC)cc1)=NC(c1ccncc1)=N2	-2%	-8%[76.3 µM]	-6%
65	COC(=O)c1c(-c2cccs2)csc1NC(=O)c1ccc(C)cc1	-10%	-1%[76.3 µM]	0%
66	CCC1CN(C(=O)N2CCC(C(=O)NCc3ccc(OC)cc3OC)CC2)c2cc(C)ccc2O1 (stereo unspecified)	-2%	-13%[76.3 µM]	-3%
67	Cc1ccc(CN(Cc2ccco2)C(=O)COc2c(C)cc(C)cc2C)cc1	-8%	-11%[76.3 µM]	6%
68	Cc1sc2ncn(CC(=O)Nc3cccc(C(F)(F)F)c3)c(=O)c2c1S(=O)(=O)N1CCC(C)CC1	-1%	13%[76.3 µM]	8%
69	Cc1ccc(Sc2ccc(N3CCC(C(=O)Nc4ccc(C)c(F)c4)CC3)nn2)cc1	-3%	-7%[76.3 µM]	4%
70	COc1ccc(CNCc2ccc3c(c2)n(C)c(=O)n3C)cc1	1%	-7%[76.3 µM]	-8%
71	Cc1ccccc1NC(=O)/C(C#N)=C/c1ccc(Cl)cc1Cl	-9%	-8%[76.3 µM]	-1%
72	COc1cccc(NC(=O)c2sc3nc(N4CCOCC4)c4c(c3c2N)CC(C)(C)OC4)c1	0%	1%[76.3 µM]	0%
73	COc1cccc(-n2cc(C(=O)Nc3cccc(C(F)(F)F)c3)c3ccccc3c2=O)c1	7%	6%[76.3 µM]	7%
74	CCc1ccccc1N(C)C(=O)c1nn(-c2ccc(OC)cc2)c(=O)c2c1c1ccccc1n2C	0%	3%[76.3 µM]	4%
75	O=C(CCCCn1c(=O)[nH]c2ccsc2c1=O)N1CCN(c2cccc(Cl)c2)CC1	-4%	-4%[76.3 µM]	2%
76	Cc1cc(C)c(S(=O)(=O)NCCc2cc3ccc(C)cc3[nH]c2=O)c(C)c1	2%	-5%[76.3 µM]	-1%

Ordered by molar mass (ascending): some entries from above.
entry	mol	TR SRC2 fluor cs	GAA glycogen mod	TRb-SRC2 inh
70	COc1ccc(CNCc2ccc3c(c2)n(C)c(=O)n3C)cc1	1%	-7%[76.3 µM]	-8%
63	Cn1c(=O)[nH]c(=O)c2c1nc1n(CCO)c(-c3ccccc3)cn21	-4%	-9%[76.3 µM]	-2%
65	COC(=O)c1c(-c2cccs2)csc1NC(=O)c1ccc(C)cc1	-10%	-1%[76.3 µM]	0%
76	Cc1cc(C)c(S(=O)(=O)NCCc2cc3ccc(C)cc3[nH]c2=O)c(C)c1	2%	-5%[76.3 µM]	-1%
61	CN1C(C(=O)Nc2ccc(OC(F)(F)F)cc2)=CC(c2cccs2)=NS1(=O)=O	-3%	-3%[76.3 µM]	-3%
69	Cc1ccc(Sc2ccc(N3CCC(C(=O)Nc4ccc(C)c(F)c4)CC3)nn2)cc1	-3%	-7%[76.3 µM]	4%
73	COc1cccc(-n2cc(C(=O)Nc3cccc(C(F)(F)F)c3)c3ccccc3c2=O)c1	7%	6%[76.3 µM]	7%
75	O=C(CCCCn1c(=O)[nH]c2ccsc2c1=O)N1CCN(c2cccc(Cl)c2)CC1	-4%	-4%[76.3 µM]	2%
74	CCc1ccccc1N(C)C(=O)c1nn(-c2ccc(OC)cc2)c(=O)c2c1c1ccccc1n2C	0%	3%[76.3 µM]	4%
68	Cc1sc2ncn(CC(=O)Nc3cccc(C(F)(F)F)c3)c(=O)c2c1S(=O)(=O)N1CCC(C)CC1	-1%	13%[76.3 µM]	8%

Screening results from PubChem.
